# Screens deposited in PubChem BioAssay by several laboratories.
# TcdB inh: TcdB glycohydrolase inhibition. TcdB glycohydrolase enzymatic assay, plate reader. inhibition, % at 9.99 µM. 350,000 tested, 0.24% active. AID 652162; in the data active means inhibition above about 10%
# Anthrax LF prot: inhibitors of Bacillus anthracis lethal factor protease; AID 588501; 360,000 tested, 0.12% active; inhibition, % at 10 µM; P15917; multiplex microsphere protease cleavage assay, LF; further: plate controls were buffer without enzyme for full effect and enzyme alone for no effect
# Target sequence (P15917 whole entry, looked up): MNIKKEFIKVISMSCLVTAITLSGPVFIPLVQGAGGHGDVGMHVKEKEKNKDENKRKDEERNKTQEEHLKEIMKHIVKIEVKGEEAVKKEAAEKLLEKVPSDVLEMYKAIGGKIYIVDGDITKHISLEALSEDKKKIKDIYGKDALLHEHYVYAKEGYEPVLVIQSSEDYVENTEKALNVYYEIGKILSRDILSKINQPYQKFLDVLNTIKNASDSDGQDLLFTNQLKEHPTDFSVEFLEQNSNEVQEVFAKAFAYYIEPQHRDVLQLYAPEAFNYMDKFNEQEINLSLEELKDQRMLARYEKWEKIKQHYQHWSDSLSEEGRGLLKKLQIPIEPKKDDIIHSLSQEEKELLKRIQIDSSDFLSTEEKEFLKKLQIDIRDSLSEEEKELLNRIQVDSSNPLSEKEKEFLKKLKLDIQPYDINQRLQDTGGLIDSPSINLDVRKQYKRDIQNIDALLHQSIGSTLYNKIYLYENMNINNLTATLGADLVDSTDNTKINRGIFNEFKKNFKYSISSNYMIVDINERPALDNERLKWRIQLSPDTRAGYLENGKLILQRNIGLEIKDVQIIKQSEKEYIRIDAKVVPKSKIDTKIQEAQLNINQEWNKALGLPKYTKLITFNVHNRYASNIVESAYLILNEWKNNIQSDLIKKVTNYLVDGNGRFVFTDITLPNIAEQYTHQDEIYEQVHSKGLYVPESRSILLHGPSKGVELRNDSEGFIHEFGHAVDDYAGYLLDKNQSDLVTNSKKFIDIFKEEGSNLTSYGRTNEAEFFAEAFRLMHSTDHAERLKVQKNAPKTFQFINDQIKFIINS
# Yp Topo-I inh: inhibitors of Yersinia pestis topoisomerase I; Y. pestis Topo-I cleavage product accumulation, plate reader; activity, % at 10 µM; 360,000 tested, 0.064% active; AID 504884; in the data active means activity above about 50%, passing the limit was not always enough; inconclusive means no clear call, values can overlap the other calls; further: inactives centre near 2
# PfHsp40 rescue: restores yeast growth despite PfHsp40 toxicity | 340,000 tested, 0.68% active | S. cerevisiae expressing PfHsp40, growth rescue, ATP luminescence | growth rescue, % at 12.5 µM; in the data active means growth rescue above about 28%, passing the limit was not always enough; inconclusive means no clear call, values can overlap the other calls;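 further: yeast W303a lacking pdr1 and pdr3 grown in galactose medium; growth measured after three days at 30 °C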
# VHR inh abs: blocks human VHR1 dual specificity phosphatase; P51452; 290,000 tested, 0.52% active; recombinant VHR phosphatase, pNPP absorbance; inhibition, % at 13.3 µM; in the data active means inhibition above about 50%; further: some compounds called inactive have numbers as strong as hits
# Target sequence (P51452 whole entry, looked up): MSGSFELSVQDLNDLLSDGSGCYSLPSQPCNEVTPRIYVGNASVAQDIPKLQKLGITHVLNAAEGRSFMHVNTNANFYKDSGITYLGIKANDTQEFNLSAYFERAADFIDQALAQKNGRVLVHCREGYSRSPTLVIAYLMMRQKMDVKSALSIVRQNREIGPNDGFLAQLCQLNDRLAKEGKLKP
# BH1578 lux ind: inducers of Vibrio cholerae quorum light production without autoinducers. activation, % at 18.7 µM. AID 588436. 350,000 tested, 0.16% active. V. cholerae BH1578 lux reporter, luminescence, 6 h; in the data active means activation mostly above about 9.7%, no sharp cut-off; inconclusive means no clear call, values can overlap the other calls; inactive means mostly below about 3.7%; further: not every result past the cut was called active; inactives centre near 0; reference of the scale not given here
# BoNT-A LC inh2: BoNT A light chain protease inhibition; AID 588499; inhibition, % at 10 µM; 360,000 tested, 0.17% active; multiplex microsphere protease substrate cleavage, flow cytometry; further: plate controls were buffer without enzyme for full effect and enzyme alone for no effect
# 3CLpro inhibitor: SARS-CoV 3CLpro protease inhibition; P0C6X7; recombinant SARS-CoV 3CLpro, quenched FRET peptide cleavage; inhibition, % at 6 µM; 290,000 tested, 0.14% active; in the data active means inhibition above about 12%
# CCHF vOTU inh: CCHFV vOTU protease inhibition; Pep-AMC fluorescence; inhibition, % at 11.5 µM; 370,000 tested, 0.55% active; in the data active means inhibition above about 30%; further: 0% = vehicle wells with enzyme and 100% = no enzyme wells
# SSB-PriA inh: K. pneumoniae PriA-SSBct interaction inhibition. 430,000 tested, 0.6% active. inhibition, % at 33 µM. AlphaScreen SSBct-PriA binding, biotinylated peptide; in the data active means inhibition mostly above about 37%, no sharp cut-off; inactive means mostly below about 20%;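 further: plate controls were negative control peptide for no effect and reference peptide for full effect; strong numbers were not always called active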
# An asterisk follows results filed as active; i = inactive; ? = inconclusive; . = no result given. Unless noted, no stated cut-off is given here; in the data, active means inhibition above about 30%; inconclusive means no clear call, values can overlap the other calls; inactive means below that. A portion of the library (hit frequency here may not be typical).
SMILES,TcdB inh,Anthrax LF prot,Yp Topo-I inh,PfHsp40 rescue,VHR inh abs,BH1578 lux ind,BoNT-A LC inh2,3CLpro inhibitor,CCHF vOTU inh,SSB-PriA inh
CC(C)c1ccc(/C=N/N2CCN(c3ccccn3)CC2)cc1,3.3,.,-8.6,1.1,7.7,-3.5,.,1.5,1.2,i
CCC(C)C(=O)Nc1ccc(S(=O)(=O)N2CCCC2)cc1 (stereo not given),1.2,14.6,0.0,-0.7,-14.5,i,-0.9,-1.4,-6.8,-15.4
CCOc1ccc(NC(=O)CSc2nnc(C)n2CC)cc1,0.5,-3.6,0.4,-1.0,12.2,-0.7,-6.4,-2.0,-5.3,3.0
Cc1cc(C)cc(NC(=O)CN2C(=O)COc3ccc(S(=O)(=O)N4CCCC4)cc32)c1,0.9,-2.5,0.2,0.4,-8.2,-1.7,1.5,4.9,20.5,3.3
COc1ccc(OC)c(NC(=O)CN2C(=O)C(=O)N(Cc3ccccc3)C2=O)c1,2.4,0.3,4.5,0.0,.,-0.6,0.0,.,3.6,3.5
O=C(N/N=C/c1ccc(OC(F)F)cc1OC(F)F)NC1CCCCC1,1.1,-9.3,6.5,0.6,5.3,-0.4,-2.4,8.1,15.6,.
Cc1nn(Cc2ccccc2)c(C)c1C(=O)OCC(=O)Nc1cc(S(C)(=O)=O)ccc1Cl,0.6,-3.2,-5.0,2.4,23.8,-0.3,-1.1,3.2,10.8,-16.9
COCCNC(=O)C(c1cccnc1)N(Cc1ccc(C)cc1)C(=O)Cn1nnc2ccccc21 (stereo not given),-0.9,-3.4,3.4,2.0,-19.5,3.1,-0.3,4.8,-9.5,6.8
CCc1cccc(C)c1NC(=O)CCN1C(=O)NC(C)(C)C1=O,0.9,0.1,6.3,-0.5,.,-4.2,3.3,.,-4.3,-9.1
O=C(c1cc2c([nH]c1=O)CCCC2)N1CCc2c([nH]c3ccccc23)C1c1ccccc1F (stereo not given),3.3,-2.4,3.3,-1.6,-5.3,0.6,-0.1,3.5,9.0,20.3
COc1ccc(Cn2nnnc2C(c2cc3cc(C)ccc3[nH]c2=O)N2CCN(C)CC2)cc1 (stereo not given),-0.8,0.1,-12.1,0.5,-4.8,0.1,1.7,4.3,-1.7,-6.1
Cc1c(C)c2ccc(OCC(=O)NCCCN3CCCC3=O)cc2oc1=O,-6.0,-3.4,0.0,-0.7,-25.6,i,-2.1,0.6,-22.6,-13.3
CCN(CC)S(=O)(=O)c1cc(C(=O)c2nccn2C)ccc1Cl,-0.8,-2.1,10.9,-0.2,27.7,-0.4,-0.5,-0.2,2.4,-11.4
C/C(=N\Nc1ncc(Cl)cc1Cl)c1ccc(C#N)cc1,-0.2,-3.0,0.5,-0.5,11.9,-3.3,-0.2,2.4,-8.6,.
CCCCn1nnc(NC(=O)c2sc3cc(Cl)ccc3c2Cl)n1,.,0.2,7.7,-0.1,17.2,-5.9,-0.1,-2.7,1.7,-10.7
COc1ccc(Cl)cc1NC(=O)CN(C)C(=O)CN1C(=O)NC(C)(C)C1=O,1.8,-2.8,2.2,-0.7,.,i,-0.9,.,-1.6,-4.6
COc1cc(/C=C/C(=O)N2CCCN(C(=O)/C=C/c3cc(OC)c(OC)c(OC)c3)CC2)cc(OC)c1OC,.,-1.0,-10.0,0.4,6.9,2.7,-0.4,4.2,5.7,-10.3
Cc1cc(N2CCN(C)CC2)n2cc(-c3ccc(F)cc3)nc2n1,.,.,5.8,0.2,16.8,-0.2,.,0.0,-59.1,-4.7
O=C(Cc1ccc(F)cc1)Nc1ccc(S(=O)(=O)N2CCCC2)cc1,1.3,2.2,0.2,-0.1,.,i,-0.3,.,2.0,-6.6
Cc1ccc(OCC(=O)N/N=C\c2ccc(O)cc2)c([N+](=O)[O-])c1,0.9,-1.0,-9.8,-0.8,-9.1,0.2,0.2,3.8,2.1,.
CC12CCC(=O)N1C(C(=O)Oc1cccc(F)c1)CS2 (stereo not given),1.3,-4.2,2.9,.,.,-0.8,0.0,.,10.7,.
COc1ccc(NC(=O)CSc2ccc(-c3cccs3)nn2)c(OC)c1,-0.4,2.3,5.8,-0.3,6.2,-1.6,0.1,1.3,3.3,-13.7
O=C(Nc1cccc([N+](=O)[O-])c1)c1ccc(CSc2ccccc2)cc1,.,-2.0,-3.1,0.9,31.1,-0.4,0.5,2.1,26.2,-11.0
O=C1NC[C@H](Cc2ccccc2)N(CCc2cc(C(F)(F)F)cc(C(F)(F)F)c2)C1=O,1.4,10.6,.,.,.,.,0.5,.,13.2,.
Cc1cccc(NC(=O)Cn2cc(C(=O)c3ccco3)c3ccccc32)c1,.,5.7,11.3,-0.3,22.1,6.9,-0.7,4.0,5.9,-7.3
COc1ccc(OC)c(-c2nn(-c3ccccc3)cc2C(=O)NC2(C)CCS(=O)(=O)C2)c1 (stereo not given),0.3,-3.5,-8.2,.,.,-0.6,0.4,.,6.1,.
Cc1ccccc1NC(=O)COC(=O)CCc1c[nH]c2ccccc12,2.2,1.5,2.4,-0.4,.,i,2.2,.,-1.1,6.1
O=C1OCC(CO)(CO)N=C1NNc1ccc(Cl)c(Cl)c1,-24.9,-1.4,-9.6,305.5*,27.0,-0.7,-0.1,-6.6,-8.6,17.1
C/C(=N/NC(=O)c1ccncc1)C1=C(O)CC(C)(C)CC1=O,1.0,3.3,-0.9,3.2,1.1,i,0.6,1.0,12.2,.
O=C(NCCN1CCOCC1)c1ccccc1Cl,0.1,15.7,-1.6,-0.8,8.8,i,0.5,4.7,13.1,-26.8
CCOC(=O)C(Cc1ccccc1)NC(=O)Cn1nnc(-c2ccccc2)n1 (stereo not given),.,3.7,9.4,0.1,-11.3,5.3,-3.3,-5.0,8.6,6.5
O=C(NCCC1=CCCCC1)C1CCCN(S(=O)(=O)c2cccc3cccnc23)C1 (stereo not given),0.7,0.4,-11.1,-0.5,0.4,-0.1,-0.6,0.8,-6.4,-1.1
CCCCOCCCNC1=NCCCCC1,.,-0.8,-4.7,-1.1,3.1,-0.6,-0.6,0.0,2.3,-24.7
COc1ccc(N=c2oc3cc(O)ccc3cc2C(=O)NCC2CCCO2)cc1 (stereo not given),.,1.0,-4.8,0.4,7.6,i,?,0.8,-103.2,-1.5
CC1=CC(C)(C)N(C(=O)CSc2nnc(C)s2)c2ccc(C)cc21,1.2,2.6,32.0,-0.4,17.8,-1.8,0.0,1.2,16.8,4.4
CCN(CC)S(=O)(=O)c1ccc(C(=O)Nc2ccc(C(F)(F)F)n(C)c2=O)cc1,1.5,-9.3,3.4,-0.3,7.4,-0.2,-0.7,7.5,6.4,-3.1
COc1ccc(CNC(=O)[C@@H]2CC=C[C@@H]3CCN(C4CC4)C(=O)[C@@H]32)cc1,-0.9,0.6,5.7,-0.3,.,-0.8,0.1,.,-2.5,-4.1
CC(C)(C)NC[C@@H](O)COc1cccc2c1CCCC2=O,1.1,-7.7,-1.7,-0.5,.,-3.8,-1.0,.,0.2,-6.5
COc1cccc(/C=C2/Sc3ccc(C(=O)NCCN4CCCC4)cc3NC2=O)c1,1.9,-2.8,-16.7,-1.9,-2.2,-0.5,-1.2,-2.1,3.2,6.7
O=C(Cc1ccccc1)NC1(O)C(=O)c2ccccc2C1=O,0.3,-11.9,5.5,-0.1,16.6,0.3,-0.6,0.7,23.8,-2.5
O=C(NCC(c1ccco1)N1CCOCC1)c1cccc([N+](=O)[O-])c1 (stereo not given),0.6,4.8,14.2,0.7,18.8,2.0,-1.0,-2.3,7.9,-2.4
CN1c2ccc([N+](=O)[O-])cc2CC2(C(=O)NC(=O)NC2=O)C1c1ccccc1 (stereo not given),1.4,1.5,-1.1,-0.5,-16.1,-0.3,-0.2,-1.8,-0.2,-19.9
OC(CN1CCN(c2ccccn2)CC1)Cn1c2ccc(Cl)cc2c2cc(Cl)ccc21 (stereo not given),.,-3.7,7.6,?,33.8,i,0.5,3.7,13.4,-20.0
COc1ccccc1C(=O)NNC(=O)c1ccc(Br)o1,-1.4,-2.3,-3.8,-0.4,-13.3,i,2.6,-0.3,3.1,0.6
O=C(CSc1nc2ccccc2c2nc3ccccc3n12)NCc1ccco1,.,-0.1,16.3,0.9,6.2,-0.4,0.2,0.7,-6.5,-5.5

# Continued; the last two above are carried over.
SMILES,TcdB inh,Anthrax LF prot,Yp Topo-I inh,PfHsp40 rescue,VHR inh abs,BH1578 lux ind,BoNT-A LC inh2,3CLpro inhibitor,CCHF vOTU inh,SSB-PriA inh
COc1ccccc1C(=O)NNC(=O)c1ccc(Br)o1,-1.4,-2.3,-3.8,-0.4,-13.3,i,2.6,-0.3,3.1,0.6
O=C(CSc1nc2ccccc2c2nc3ccccc3n12)NCc1ccco1,.,-0.1,16.3,0.9,6.2,-0.4,0.2,0.7,-6.5,-5.5
COc1ccc(N2CCN(C(=O)COC(=O)c3nc(Cl)ccc3Cl)CC2)cc1,0.6,-2.1,5.2,.,.,i,-0.2,.,7.7,.
COc1ccc(NC(=O)c2cc(-c3cc(OC)c(OC)c(OC)c3)nc3ccccc23)c(OC)c1,1.3,-3.9,22.2,0.0,15.8,-0.4,0.7,-6.6,-1.1,-0.6
O=C([C@H](Cc1ccc(O)cc1)n1cc(CCO)nn1)N1CCNCC1,1.0,-7.8,2.7,-1.1,3.1,-0.9,-0.3,-3.4,-5.3,-22.5
CCCNC(=O)CCc1nnc2ccc(N3CCC(C)CC3)nn12,0.7,-1.7,1.7,1.1,1.0,1.8,0.4,2.6,1.5,4.0
CC(C)(C)SCCNC(=O)/C=C/c1cccc([N+](=O)[O-])c1,.,1.1,-6.1,1.4,-0.5,0.2,-0.1,-1.0,5.5,-11.6
CCOC(=O)c1c(NC(=O)c2cccs2)sc(C(=O)N2CCOCC2)c1C,1.3,-6.8,1.8,0.8,.,3.0,0.2,.,-7.5,-6.7
O=C(Nc1nc2ccccc2[nH]1)C1CCCC1,-9.0,3.2,5.6,0.7,-7.7,-0.1,0.0,0.5,4.3,-6.7
c1ccc(Cn2ccnc2SCc2nnc(-c3ccccc3)o2)cc1,-0.4,-3.9,17.9,1.2,10.7,i,-1.4,-3.4,18.5,16.9

# Two entries from above, with each value named:
SMILES: CCN(CC)S(=O)(=O)c1cc(C(=O)c2nccn2C)ccc1Cl
- TcdB inh: -0.8
- Anthrax LF prot: -2.1
- Yp Topo-I inh: 10.9
- PfHsp40 rescue: -0.2
- VHR inh abs: 27.7
- BH1578 lux ind: -0.4
- BoNT-A LC inh2: -0.5
- 3CLpro inhibitor: -0.2
- CCHF vOTU inh: 2.4
- SSB-PriA inh: -11.4

SMILES: C/C(=N\Nc1ncc(Cl)cc1Cl)c1ccc(C#N)cc1
- TcdB inh: -0.2
- Anthrax LF prot: -3.0
- Yp Topo-I inh: 0.5
- PfHsp40 rescue: -0.5
- VHR inh abs: 11.9
- BH1578 lux ind: -3.3
- BoNT-A LC inh2: -0.2
- 3CLpro inhibitor: 2.4
- CCHF vOTU inh: -8.6
- SSB-PriA inh: .

# Gathered by group: the compounds so far containing an aryl thioether with sulfur outside any ring.
SMILES,TcdB inh,Anthrax LF prot,Yp Topo-I inh,PfHsp40 rescue,VHR inh abs,BH1578 lux ind,BoNT-A LC inh2,3CLpro inhibitor,CCHF vOTU inh,SSB-PriA inh
CCOc1ccc(NC(=O)CSc2nnc(C)n2CC)cc1,0.5,-3.6,0.4,-1.0,12.2,-0.7,-6.4,-2.0,-5.3,3.0
COc1ccc(NC(=O)CSc2ccc(-c3cccs3)nn2)c(OC)c1,-0.4,2.3,5.8,-0.3,6.2,-1.6,0.1,1.3,3.3,-13.7
O=C(Nc1cccc([N+](=O)[O-])c1)c1ccc(CSc2ccccc2)cc1,.,-2.0,-3.1,0.9,31.1,-0.4,0.5,2.1,26.2,-11.0
CC1=CC(C)(C)N(C(=O)CSc2nnc(C)s2)c2ccc(C)cc21,1.2,2.6,32.0,-0.4,17.8,-1.8,0.0,1.2,16.8,4.4
O=C(CSc1nc2ccccc2c2nc3ccccc3n12)NCc1ccco1,.,-0.1,16.3,0.9,6.2,-0.4,0.2,0.7,-6.5,-5.5
c1ccc(Cn2ccnc2SCc2nnc(-c3ccccc3)o2)cc1,-0.4,-3.9,17.9,1.2,10.7,i,-1.4,-3.4,18.5,16.9
